rTrxR1 inhibitor: rat TrxR1 inhibition; O89049; recombinant rTrxR1, NADPH fluorescence consumption, selenite substrate; Potency, µM (top dose mostly 114 µM), without a hit: top-dose activity change, negative = inhibition, hits mostly inhibitors; 390,000 compounds, 1% hits; AID 588453; further: potency means the concentration at half of the fitted maximal effect; on the % scale 0 is the no-effect control and ±100 the full control effect; nearly all actives have a fitted effect of over 65% in size
Target sequence (O89049 whole entry, looked up): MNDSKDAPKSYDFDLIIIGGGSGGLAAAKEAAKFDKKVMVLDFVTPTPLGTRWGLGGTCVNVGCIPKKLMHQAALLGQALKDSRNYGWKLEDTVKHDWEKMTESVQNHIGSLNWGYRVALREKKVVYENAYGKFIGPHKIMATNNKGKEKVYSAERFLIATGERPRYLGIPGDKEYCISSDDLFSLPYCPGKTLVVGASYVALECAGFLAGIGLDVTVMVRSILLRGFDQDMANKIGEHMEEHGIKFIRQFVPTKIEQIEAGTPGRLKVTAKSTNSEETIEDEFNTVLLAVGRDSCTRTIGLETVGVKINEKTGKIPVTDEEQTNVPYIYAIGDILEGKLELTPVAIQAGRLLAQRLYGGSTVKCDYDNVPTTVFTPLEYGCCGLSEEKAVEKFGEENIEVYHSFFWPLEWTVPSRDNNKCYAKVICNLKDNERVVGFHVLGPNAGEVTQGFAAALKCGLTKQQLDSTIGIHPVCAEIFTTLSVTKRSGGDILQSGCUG
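Rat TrxR1 (90 nM in the dispensed reagent) was pre-reduced with 400 uM NADPH for 5 min at room temperature, then incubated with compound for 15 min. After 400 uM selenite was added, NADPH fluorescence (Ex 340/Em 450 nm) was followed for 8 min.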
Pin1 inhibitor: human Pin1 inhibition; Potency, µM (doses to about 115 µM), inactives show top-dose activity, negative = inhibition, actives largely listed as inhibitors; Pin1 FP peptide displacement, HiFluor488, 10 min; AID 504891; 390,000 compounds, 0.009% hits; active means well fitted inhibition curve with a large enough effect in the polarisation, with a control signal flat, not every such curve was filed as active; inconclusive means small, poorly fitted or top-dose-only effect, or effect the other way, or a change in a side signal; inactive means no such curve, though single readings can be large or run the other way; the % refers to the polarisation; further: potency means the concentration at half of the fitted maximal effect; on the % scale 0 is the no-effect control and ±100 the full control effect
Target sequence (Q13526 whole entry, looked up): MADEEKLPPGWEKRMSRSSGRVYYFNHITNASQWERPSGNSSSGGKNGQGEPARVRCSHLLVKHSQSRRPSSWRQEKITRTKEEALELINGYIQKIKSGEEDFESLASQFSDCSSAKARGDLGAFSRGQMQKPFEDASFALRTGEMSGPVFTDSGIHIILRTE
TRHR ag: activates the human TRH receptor. 360,000 compounds, 0.18% hits. TRHR cells, calcium flux fluo-8, FDSS agonist mode. activation, % at 2 µM. AID 493084. P34981; in the data active means activation above about 30%; further: 0% is about no effect
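In this calcium-flux screen, cells bearing human TRHR are dye-loaded with fluo-8, baselined for 10 cycles, then exposed to library compounds; positive kinetic calcium responses during the agonist phase mark hits, with TRH as control.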
D2 antagonist: antagonizes the human D2 dopamine receptor; P14416; HEK293 TREx D2 cells, calcium flux, dopamine EC80; inhibition, % at 10 µM; 340,000 compounds, 2% hits; in the data active means inhibition above about 30%; further: 0% is about no effect
Target sequence (P14416 whole entry, looked up): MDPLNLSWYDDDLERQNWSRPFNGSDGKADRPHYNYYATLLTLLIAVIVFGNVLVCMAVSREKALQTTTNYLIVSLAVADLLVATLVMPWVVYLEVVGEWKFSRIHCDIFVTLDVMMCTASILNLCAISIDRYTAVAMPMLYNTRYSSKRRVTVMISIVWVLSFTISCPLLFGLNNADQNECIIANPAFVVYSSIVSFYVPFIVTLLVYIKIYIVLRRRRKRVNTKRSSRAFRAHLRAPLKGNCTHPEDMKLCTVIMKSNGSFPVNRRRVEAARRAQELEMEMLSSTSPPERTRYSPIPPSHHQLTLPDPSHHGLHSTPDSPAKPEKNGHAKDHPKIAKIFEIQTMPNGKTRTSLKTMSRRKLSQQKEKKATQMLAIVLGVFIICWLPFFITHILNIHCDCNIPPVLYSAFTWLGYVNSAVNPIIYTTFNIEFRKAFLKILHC
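Tetracycline-induced HEK293 T-REx cells expressing D2 force-coupled to calcium signalling were dye-loaded, exposed to compound for 180 s, then challenged with an EC80 of dopamine; calcium flux was followed kinetically for a further 180 s.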
D2 agonist: activates the human D2 dopamine receptor; P14416; HEK293 T-REx D2 cells, calcium flux agonist mode; activation, % at 2 µM; 340,000 compounds, 0.53% hits; AID 485358;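 active means activation over 3 SD above normal in the single-dose calcium agonist read, cut at about 30% in these data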; further: 0% is about no effect
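Calcium-flux readout, 1 cycle/sec over 180 s following compound pin transfer, in inducible HEK293 Trex D2 cells (force-coupled); dopamine controls included. Positive calcium responses during this window marked compounds as potential agonists.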
mIDH1 inhibitor: blocks human mutant IDH1 R132H enzyme | O75874 | IDH1-R132H enzyme, NADPH consumption, diaphorase/resazurin fluorescence | Potency, µM (top dose mostly 76.6 µM), inactives show at the highest dose activity change, negative = inhibition, actives largely listed as inhibitors | 390,000 compounds, 0.093% hits; further: potency means the concentration at half of the fitted maximal effect; on the % scale 0 is the no-effect control and ±100 the full control effect; nearly all actives have a fitted effect of over 65% in size
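IDH1-R132H (0.5 ug/mL) preincubated 30 min with compound, then NADPH (0.016 mM) and alpha-KG (2 mM) added; 80 min at RT, pH 7.5. Remaining NADPH coupled via diaphorase/resazurin to fluorescence (540/590 nm); concentration-response curves normalized to no-enzyme control.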
TRHR PAM: allosterically enhances the human TRH receptor; P34981; TRHR cells, fluo-8 calcium fluorescence, EC20 TRH enhancement; enhancement, % at 2 µM; 360,000 compounds, 0.66% hits; AID 493056; in the data active means enhancement above about 30%; further: 0% is about no effect
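Enhancer read-out: after compound pinning and an initial kinetic agonist-mode read, an EC20 of TRH (10 nM final) was injected and fluo-8 calcium signal (Ex 480/Em 530) followed at 1 s/cycle for 100 cycles in TRHR-expressing cells.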
TrxR1 substrate: is turned over as a substrate by rat TrxR1; purified TrxR1 substrate turnover, NADPH consumption readout; Potency, µM (titrated, usually from 114 µM), for inactives: at the top dose activity change, negative = substrate turnover; 390,000 compounds, 0.01% hits; AID 588456; further: potency means the concentration at half of the fitted maximal effect; on the % scale 0 is the no-effect control and ±100 the full control effect; nearly all actives have a fitted effect of over 50% in size
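Rat TrxR1, dispensed at 90 nM, was prereduced with 400 uM NADPH (final) for 5 min at ~22 deg C, then incubated with compound 15 min before 400 uM selenite. A first-read NADPH fluorescence drop versus no-compound background flagged substrates.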
USP1 inh: USP1/UAF1 (human) deubiquitinase inhibition; recombinant USP1/UAF1, Ub-Rhodamine cleavage fluorescence; Potency, µM (titrated, usually from 57.1 µM), for inactives: at the top dose activity change, negative = inhibition, most hits filed as inhibitors; 390,000 compounds, 0.23% hits; AID 743255; further: potency means the concentration at half of the fitted maximal effect; on the % scale 0 is the no-effect control and ±100 the full control effect; nearly all actives have a fitted effect of over 60% in size; inactives centre near -12
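1 nM enzyme complex + cpd, 15 min RT; start with Ub-Rho 150nM final; kinetic fluorescence ex 480/em 540, 6 reads q60 s. Buffer 50mM HEPES pH 7.8, 0.5mM EDTA, 0.1 mg/ml BSA, 1mM TCEP, 0.01% Tween-20.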
An asterisk follows results filed as active; & = joins results of further samples; [ ] = remark or other dose. Unless noted, the call rests on the fitted dose curve; in most records, active means well fitted inhibition curve with a large enough effect; inconclusive means small, poorly fitted or top-dose-only effect; inactive means no such curve, though single readings can be large or run the other way. A portion of the library; count on the stated rates, not on these rows.

`COc1cccc(C(=O)Nc2ccc(N3CCN(C(=O)c4ccco4)CC3)cc2)c1` gave rTrxR1 inhibitor -4%[57.1 µM], Pin1 inhibitor 4%, TRHR ag -1.1, D2 antagonist -1, D2 agonist -0.6, mIDH1 inhibitor -4%, TRHR PAM 15, TrxR1 substrate -7% and USP1 inh 3%.
For CCOc1ccccc1N(C(=O)CNC(=O)c1ccco1)C(C(=O)NC(C)(C)C)c1ccncc1 (centres undefined) the results were rTrxR1 inhibitor 7%, Pin1 inhibitor -2%, TRHR ag -0.3, D2 antagonist 3, D2 agonist -1.5, mIDH1 inhibitor 8%, TRHR PAM -17, TrxR1 substrate 1% and USP1 inh -14%.
Cc1ccc(N2CC(C(=O)NC3=NCCS3)CC2=O)cc1C (centres undefined) was read as rTrxR1 inhibitor 22%[57.1 µM], Pin1 inhibitor -6%, TRHR ag 1.0, D2 antagonist -5, D2 agonist 0.0, mIDH1 inhibitor -4%, TRHR PAM 6, TrxR1 substrate 11%[57.1 µM] and USP1 inh -10%.
Screening Cc1nc2ccccn2c(=O)c1NC(=O)c1cccs1 returned rTrxR1 inhibitor 2%, Pin1 inhibitor 6%, TRHR ag 0.4, D2 antagonist 4, D2 agonist -0.4, mIDH1 inhibitor 4%, TRHR PAM 8, TrxR1 substrate -2% and USP1 inh -9%.
CCc1nn2c(=O)cc(COC(=O)c3ccc(NC(=O)c4cccs4)cc3)nc2s1 was read as rTrxR1 inhibitor 11%[57.1 µM], Pin1 inhibitor -7%, TRHR ag -0.2, D2 agonist 0.9, mIDH1 inhibitor -11%, TRHR PAM -5, TrxR1 substrate 2%[57.1 µM] and USP1 inh -10%.
Screening CCc1cccc(OCC(=O)Nc2ccc(S(=O)(=O)Nc3ncccn3)cc2)c1 returned rTrxR1 inhibitor 6%, Pin1 inhibitor -1%, TRHR ag -0.3, D2 agonist 0.1, TRHR PAM -1, TrxR1 substrate -1% and USP1 inh -19%.
CC(C)NC(=O)Cn1c(=O)cnc2ccccc21 was read as rTrxR1 inhibitor 6%[57.1 µM], Pin1 inhibitor -5%, TRHR ag 0.4, D2 antagonist 11, D2 agonist 0.2, mIDH1 inhibitor 0%, TRHR PAM -1, TrxR1 substrate 11%[57.1 µM] and USP1 inh -2%.
`CCOC(=O)C1CCN(CC(=O)N2C(C)CCCC2C)CC1` (centres undefined) gave rTrxR1 inhibitor 9%, Pin1 inhibitor -2%, TRHR ag -0.2, D2 antagonist -7, D2 agonist 0.3, mIDH1 inhibitor 6%, TRHR PAM 4, TrxR1 substrate 10% and USP1 inh -14%.
For COc1ccc(C)cc1NC(=O)c1ccc(NS(=O)(=O)c2c(C)noc2C)cc1 the results were rTrxR1 inhibitor 2%&5%, Pin1 inhibitor 0%&3%, TRHR ag -0.2&-1.1, D2 antagonist 2, D2 agonist -0.4&-0.4, mIDH1 inhibitor 1%&-3%, TRHR PAM 4&9, TrxR1 substrate 0%&-7% and USP1 inh -4%&-11%.
For C=CCNC(=O)COc1c(C)ccc(C)c1C the results were rTrxR1 inhibitor 11%, Pin1 inhibitor 0%, TRHR ag -0.1, mIDH1 inhibitor -2%, TRHR PAM 6, TrxR1 substrate 1% and USP1 inh -9%.
Screening Cc1ccc(CN2C(=O)N(c3ccc(F)cc3)C(=O)C2CC(=O)Nc2ccc(Cl)cc2)cc1 (centres undefined) returned rTrxR1 inhibitor 4%, Pin1 inhibitor 6%, TRHR ag 2.6, D2 agonist 0.6, mIDH1 inhibitor 9%, TRHR PAM 0, TrxR1 substrate -2% and USP1 inh -24%.
Cc1cc(-c2ccccc2)nc(N/N=C/c2ccco2)n1 was read as rTrxR1 inhibitor -17%, Pin1 inhibitor -2%, TRHR ag 0.2, D2 antagonist 1, D2 agonist -0.2, mIDH1 inhibitor 6%, TRHR PAM -7, TrxR1 substrate -5% and USP1 inh 4%.
For COc1ccc(C(=O)OCCN2CCOCC2)cc1 the results were rTrxR1 inhibitor 8%[57.1 µM], Pin1 inhibitor -4%, TRHR ag 0.3, D2 antagonist -15, D2 agonist -0.4, mIDH1 inhibitor 8%, TRHR PAM -1, TrxR1 substrate -1%[57.1 µM] and USP1 inh -13%.
CCOc1ccc(N2C(=O)S/C(=C\c3ccc(O)c(OCC)c3)C2=O)cc1 was read as rTrxR1 inhibitor 20%[57.1 µM], Pin1 inhibitor inconclusive, TRHR ag 1.2, mIDH1 inhibitor 3%, TRHR PAM -1, TrxR1 substrate 4%[57.1 µM] and USP1 inh inconclusive.
`CN(C)CCCN(C(=O)c1cc2cc([N+](=O)[O-])ccc2s1)c1nc2cc3c(cc2s1)OCCO3` gave rTrxR1 inhibitor -3%, Pin1 inhibitor inconclusive, TRHR ag -0.3, D2 antagonist -5, D2 agonist 0.2, mIDH1 inhibitor 0%, TRHR PAM 6, TrxR1 substrate -2% and USP1 inh 0%.
`O=S(=O)(Nc1ncnc2scc(-c3ccc(F)cc3)c12)c1cc(F)ccc1F` gave rTrxR1 inhibitor 24%, Pin1 inhibitor 12%, TRHR ag 0.3, D2 antagonist -27, D2 agonist 0.2, mIDH1 inhibitor -6%, TRHR PAM 3, TrxR1 substrate 3% and USP1 inh 1%.
`CC1Cc2cc(S(=O)(=O)NCc3ccc(F)cc3)ccc2N1C(=O)C1CCC1` (centres undefined) gave rTrxR1 inhibitor 18%[57.1 µM], Pin1 inhibitor 6%, TRHR ag -0.7, D2 agonist 0.2, mIDH1 inhibitor -8%, TRHR PAM -5, TrxR1 substrate -1%[57.1 µM] and USP1 inh -19%.
For COc1ccccc1CNc1nc(S(=O)(=O)c2ccccc2)c(Cl)s1 the results were rTrxR1 inhibitor 7%[57.1 µM], Pin1 inhibitor -2%, TRHR ag -0.4, D2 antagonist -2, D2 agonist -0.9, mIDH1 inhibitor -3%, TRHR PAM -6, TrxR1 substrate 4%[57.1 µM] and USP1 inh -17%.
Screening CCCCC(=O)N(c1ccc(C)c(C)c1)C1C=CS(=O)(=O)C1 (centres undefined) returned rTrxR1 inhibitor 25%, Pin1 inhibitor 2%, TRHR ag -0.6, D2 antagonist 7, D2 agonist -0.9, mIDH1 inhibitor 6%, TRHR PAM 2, TrxR1 substrate 7% and USP1 inh -22%.
Screening C/C(=N\NC(=O)c1sccc1C)c1cccnc1 returned rTrxR1 inhibitor 12%, Pin1 inhibitor -2%, TRHR ag 0.0, D2 antagonist 6, D2 agonist 0.6, mIDH1 inhibitor -1%, TRHR PAM -4, TrxR1 substrate -2% and USP1 inh -15%.
Screening Cc1ccc(C2=NCCn3c2c2ccc(C(F)(F)F)cc2[n+]3[O-])cc1 returned rTrxR1 inhibitor 6%[57.1 µM], Pin1 inhibitor 4%, TRHR ag -0.7, D2 antagonist 1, D2 agonist -1.2, mIDH1 inhibitor 9%, TRHR PAM 3, TrxR1 substrate -2% and USP1 inh inconclusive.
`CCOC(=O)C1CCN(C(=O)C2CCN(c3nn4c(=O)cc(C)nc4s3)CC2)CC1` gave rTrxR1 inhibitor 12%, Pin1 inhibitor 1%, TRHR ag -0.3, D2 antagonist 9, D2 agonist -0.6, mIDH1 inhibitor -5%, TRHR PAM 5, TrxR1 substrate -7% and USP1 inh -12%.
Screening CCOC(=O)[C@@H]1[C@H]2COc3cc(OC)ccc3[C@H]2N2C(=O)N(c3ccc(Cl)cc3)C(=O)[C@]12C returned rTrxR1 inhibitor 8%, Pin1 inhibitor 10%, mIDH1 inhibitor -4%, TrxR1 substrate -4% and USP1 inh -4%.
Screening COc1ccc(N2CC(NC(=O)N3CCc4ccccc43)CC2=O)cc1OC (centres undefined) returned rTrxR1 inhibitor 19%, Pin1 inhibitor -6%, TRHR ag -3.0, D2 antagonist 9, D2 agonist 0.5, mIDH1 inhibitor 0%, TRHR PAM 1, TrxR1 substrate 10% and USP1 inh -10%.
COc1ccc(C(=O)COC(=O)CCn2nnc(-c3cccs3)n2)cc1 was read as rTrxR1 inhibitor -16%[57.1 µM], Pin1 inhibitor -10%, TRHR ag -0.5, D2 antagonist 2, D2 agonist 0.0, mIDH1 inhibitor -4%, TRHR PAM 18, TrxR1 substrate -1%[57.1 µM] and USP1 inh 10%.
O=C(NCCOCCO)C(=O)Nc1c2c(nn1-c1ccc(F)cc1)CSC2 was read as rTrxR1 inhibitor 7%[57.1 µM], Pin1 inhibitor 2%, TRHR ag 0.0, D2 agonist 0.8, mIDH1 inhibitor -19%, TRHR PAM -3, TrxR1 substrate 2%[57.1 µM] and USP1 inh -12%.
CN(CC(=O)Nc1cc(Cl)ccc1Cl)C1CCS(=O)(=O)C1 (centres undefined) was read as rTrxR1 inhibitor 18%, Pin1 inhibitor 1%, TRHR ag 0.7, mIDH1 inhibitor 8%, TRHR PAM 2, TrxR1 substrate 5% and USP1 inh -17%.
For O=C1C=CC(=O)N1c1ccc2c(c1)C(NC(=O)C(F)(F)F)c1ccccc1-2 (centres undefined) the results were rTrxR1 inhibitor 1.8µM*, Pin1 inhibitor 31%[activator], mIDH1 inhibitor -2%, TrxR1 substrate 4% and USP1 inh -12%.
For CN(CC(=O)Nc1ccccc1Cl)C(=O)COC(=O)CSc1ccc(Cl)cc1 the results were rTrxR1 inhibitor 8%, Pin1 inhibitor inconclusive, TRHR ag 0.1, D2 antagonist -36, D2 agonist -0.8, mIDH1 inhibitor 10%, TRHR PAM 7, TrxR1 substrate -6% and USP1 inh 0%.

2 entries drawn at random from the list so far:
Screening CCOC(=O)[C@@H]1[C@H]2COc3cc(OC)ccc3[C@H]2N2C(=O)N(c3ccc(Cl)cc3)C(=O)[C@]12C returned rTrxR1 inhibitor 8%, Pin1 inhibitor 10%, mIDH1 inhibitor -4%, TrxR1 substrate -4% and USP1 inh -4%.
CN(CC(=O)Nc1cc(Cl)ccc1Cl)C1CCS(=O)(=O)C1 (centres undefined) was read as rTrxR1 inhibitor 18%, Pin1 inhibitor 1%, TRHR ag 0.7, mIDH1 inhibitor 8%, TRHR PAM 2, TrxR1 substrate 5% and USP1 inh -17%.
